Shn3 inh set2: inhibitors of Schnurri-3 3'UTR reporter in osteoblasts. 0.52% of 360,000 active. AID 588674. Clone20 osteoblast Shn3 3'UTR firefly luciferase, 24 h. inhibition, % at 12.5 µM;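 active means mean inhibition of at least 75% with every replicate also reaching 75%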;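 further: 0% = median of neutral control wells and 100% = pilot-screen positive control compound; some compounds past the cut are filed as inactive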
NR2E3 ag-1: activates human NR2E3 receptor; AID 602229; CHO-S Gal4-NCOR/VP16-NR2E3 two-hybrid, luciferase; inhibition of corepressor binding, % at 3.98 µM; Q9Y5X4; 0.35% of 360,000 active;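 active means inhibition above the mean of all tested compounds plus 3 SD, cut at about 70% in these data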;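 further: 0% = DMSO with NR2E3 transfected cells and 100% = cells lacking NR2E3 construct; higher means lower luciferase signal from less NR2E3 corepressor binding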
Target sequence (Q9Y5X4 whole entry, looked up, the tested form may be a part): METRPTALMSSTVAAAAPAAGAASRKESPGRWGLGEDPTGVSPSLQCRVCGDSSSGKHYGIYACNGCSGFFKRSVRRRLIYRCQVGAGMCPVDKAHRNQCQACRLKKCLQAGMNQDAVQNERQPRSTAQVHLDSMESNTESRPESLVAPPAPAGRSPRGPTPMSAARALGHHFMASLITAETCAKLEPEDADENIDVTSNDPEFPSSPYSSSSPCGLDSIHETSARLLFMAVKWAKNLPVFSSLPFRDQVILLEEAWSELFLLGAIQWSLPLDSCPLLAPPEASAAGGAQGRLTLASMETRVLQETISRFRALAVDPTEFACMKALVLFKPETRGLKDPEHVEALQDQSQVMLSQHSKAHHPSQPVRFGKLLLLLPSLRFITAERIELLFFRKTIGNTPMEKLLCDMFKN
CF NFkB inh: inhibitors of cystic fibrosis induced NF-kB. KKLEB NF-kB-GFP reporter, PAF-induced, GFP fluorescence overnight. inhibition, % at 5 µM. 0.86% of 360,000 active. AID 588850;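 active means at least 50% inhibition at 5 µM, scaled per plate between neutral and stimulator controls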;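 further: PAF is a Pseudomonas aeruginosa culture filtrate used as stimulus; plate controls were PAF-stimulated DMSO wells for no effect and unstimulated DMSO wells for full effect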
PDI turbidity: PDI (human) enzyme inhibition; inhibition, % at 10 µM; PDI insulin aggregation turbidity, A650, 90 min; P07237; 0.052% of 350,000 active; AID 588391;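 active means mean inhibition across replicates of 30% or more, whatever share of single replicates reach that level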;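 further: absorbance from insulin aggregation driven by PDI reduction with DTT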
Target sequence (P07237 whole entry, looked up): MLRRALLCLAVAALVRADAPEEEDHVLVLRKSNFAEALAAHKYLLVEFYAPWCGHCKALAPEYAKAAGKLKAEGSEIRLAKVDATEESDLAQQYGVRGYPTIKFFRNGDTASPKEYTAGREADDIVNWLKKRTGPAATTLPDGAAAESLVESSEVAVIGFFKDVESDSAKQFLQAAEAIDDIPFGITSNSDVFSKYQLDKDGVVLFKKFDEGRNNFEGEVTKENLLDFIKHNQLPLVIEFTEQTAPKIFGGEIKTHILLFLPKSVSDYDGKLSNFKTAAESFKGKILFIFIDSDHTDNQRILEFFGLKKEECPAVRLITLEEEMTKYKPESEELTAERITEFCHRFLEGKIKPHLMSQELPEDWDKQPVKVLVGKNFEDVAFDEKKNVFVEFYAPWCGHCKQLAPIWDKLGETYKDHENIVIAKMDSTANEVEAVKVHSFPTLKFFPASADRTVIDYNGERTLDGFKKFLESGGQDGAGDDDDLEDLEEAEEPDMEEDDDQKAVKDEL
NR2E3 ag-2: NR2E3 (human) agonism. Q9Y5X4. GST-NR2E3/biotin-RetCOR TR-FRET, 1536-well. inhibition of corepressor binding, % at 4.78 µM. 0.12% of 320,000 active. AID 2300;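 active means percent inhibition above the cutoff of mean plus 3 SD of all tested compounds, set per screening campaign, cut at about 20% in these data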;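 further: 0% = DMSO wells and 100% = biotin wells as full block of FRET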
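System: GST-tagged NR2E3 plus biotinylated RetCOR corepressor; Buffer or medium: pH 7.5 Tris-based buffer; Probe or stimulus: RetCOR corepressor, biotinylated, 7 nM; Doses: compound at 4.8 µM, single dose; Schedule: 5 h incubation at 4 °C; Technique: time-resolved FRET; Evaluation: percent inhibition of TR-FRET ratio; Replication: one well per compound, singlicate testing.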
KKLEB cytotox: counter-screen for CF NF-kB inhibitors: cytotoxicity; KKLEB CF airway cells viability, ATPlite luminescence, overnight; stronger effect = lower value; cells stimulated with P. aeruginosa culture filtrate; activity change (cytotoxicity), % at 5 µM; 0.36% of 360,000 active; AID 602141;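 active means corrected activity change at or below -50% at 5 µM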
CaV13 ICDI inh: Primary screen for inhibitors of IQ motif and Ca2+-dependent inactivation inhibitor domain binding in CACNA1D, Förster resonance energy transfer in living cells, …; HEK cells, CFP/YFP FRET ICDI-IQ, plate reader, 10 min; percent FRET-ratio fall versus neutral wells; AID 743397; 0.098% of 340,000 active; inhibition, % at 12.3 µM;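 active means mean replicate inhibition of at least 30% and at least 1% of replicates passing that level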;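 further: 0% = median of the neutral control wells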
Peg3 promoter: reduces Peg3 promoter-driven luciferase expression in HeLa; AID 588405; 1.7% of 360,000 active; inhibition, % at 20 µM; HeLa PEG-Prom luciferase reporter, luminescence, overnight;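 active means inhibition of at least 50% at 20 µM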
Vif inh: blocks HIV Vif function. HEK293T cells, Vif self-association by quenched fluorescence, imaging, 24 h. inhibition, % at 7.49 µM. 0.35% of 340,000 active. AID 602346; in the data active means inhibition above about 50%, passing the limit was not always enough; further: some results filed as inactive read as strong as hits
MITF TRPM1 inh: inhibitors of MITF-driven TRPM1 promoter in melanoma cells. AID 488899. inhibition, % at 12.5 µM. 0.83% of 330,000 active. SK-MEL-5 TRPM1 promoter luciferase, 24 h;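 active means mean inhibition across replicates of 60% or more, whatever share of single replicates reaches that level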; further: values of inactives mirror those of a sister screen read the other way
HIF-2a inh: blocks HIF-2a reporter activity; inhibition, % at 18.8 µM; AID 624352; 0.72% of 360,000 active; 786-0 RCC cells HIF-2a reporter, luciferase luminescence, overnight;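 active means inhibition of the luminescence signal of 40% or more relative to plate controls, in a single-dose primary screen at 18.75 µM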
Starred values were filed as active, the others as inactive; nt = not tested or not shown.

SMILES	Shn3 inh set2	NR2E3 ag-1	CF NFkB inh	PDI turbidity	NR2E3 ag-2	KKLEB cytotox	CaV13 ICDI inh	Peg3 promoter	Vif inh	MITF TRPM1 inh	HIF-2a inh
CCCNS(=O)(=O)c1ccc(NC(=O)c2ccccn2)cc1	-36	-64	10	12	0	-5	nt	-31	-6	-70	-112
COc1ccc2c(c1)C(SCC(=O)NCc1ccccc1)CC(C)(C)O2 (stereo not drawn)	-5	13	14	nt	2	-3	-2	4	20	6	3
CCOC(=O)c1ccc(NC(=O)Cn2c(-c3nonc3N)nc3ccccc32)cc1	-8	14	8	-6	2	-12	-6	9	-4	11	20
Cc1ccc(S(=O)(=O)Nc2ccccc2C(=O)NCc2cccnc2)cc1	5	17	13	10	3	2	-4	8	26	17	12
NC(=O)c1nsc(C(=O)N(Cc2ccc(F)cc2)C(C(=O)NC2CCCC2)c2ccco2)c1N (stereo not drawn)	7	-9	16	-9	6	1	-3	7	2	-1	16
O=C(CCc1nc(-c2ccccc2)no1)Nc1cccnc1	5	-20	-10	2	0	11	-3	0	-2	-2	3
CC1=C(C(=O)Nc2ccc(C)cc2C)C(c2ccc(C)o2)NC(=S)N1 (stereo not drawn)	-9	-13	0	10	-3	1	-6	4	-1	12	11
O=C(NCC1CCCCC1)c1cccnc1Cl	3	-7	7	9	4	2	-7	3	3	-3	-12
CCCC(=O)N(c1ccc2oc(C)c(C(C)=O)c2c1)S(=O)(=O)c1ccc(C)c([N+](=O)[O-])c1	32	-6	23	-5	0	-8	-1	18	-3	1	15
Oc1cccc(-c2nnc(-c3cccc(O)c3)nn2)c1	81	-122	-2	-3	nt	-60*	-6	-13	-4	23	-12
O=C(CSc1ccccc1)Nc1ccc2c(c1)C(=O)NC2=O	-16	-11	16	0	-2	6	-6	-1	-2	2	-13
CCCC(=O)Nc1ccc2nn(-c3ccc(OC)cc3)nc2c1	-89	-82	0	-4	4	-6	4	-267	-1	-77	-267
CCOP(=O)(OCC)/C(C#N)=C/c1cc(OC)ccc1OC	-1	16	-16	-4	nt	12	-6	16	3	3	27
Cn1ccnc1SCC(=O)c1ccc(O)cc1	-32	-67	-3	-12	0	7	-4	-39	-2	-2	-83
Cc1ccc(S(=O)(=O)N2CCOCC2)cc1NC(=O)CN1CCN(C)CC1	-19	-14	2	2	0	-10	-5	8	1	-4	11
COc1ccc(-c2nc(-c3ccc(Br)cc3)no2)c(OC)c1	-66	-128	-31	-2	2	8	-10	-275	11	-91	-320
CC(Sc1nc(NCc2ccccc2)nc(N(C)C)n1)C(=O)Nc1ccccc1 (stereo not drawn)	30	4	4	-8	0	-1	-3	33	nt	-4	18
Clc1ccccc1N=C1NN=C(c2cccs2)CS1	-105	-101	0	-4	-1	-10	-2	-291	-6	-44	-292
CCC(CC)c1nnc(NC(=O)CCNC(=O)c2ccccc2Cl)s1	5	-3	-5	1	2	2	3	12	0	6	10
CCN1CCN(CC(O)COc2ccc3c(c2)CCC3)CC1 (stereo not drawn)	-3	5	4	1	0	-1	-19	6	-6	-4	12
COc1ccc(CN2CCC(CO)(CCOc3ccccc3)CC2)cc1C	-7	-33	-15	-4	3	8	2	-20	9	-3	-12
O=c1ccn(CCOc2ccc(Cl)cc2)c(=O)[nH]1	-6	-6	0	15	1	0	0	0	15	-1	12
CC(C)(C)C1CCC(=NNC(=O)C(=O)NCc2ccco2)CC1 (stereo not drawn)	-6	-8	-8	-1	2	-1	-7	14	-8	5	18
CC1(c2nnc(-c3ccncc3)o2)CC(c2ccccc2)=NO1 (stereo not drawn)	-15	8	8	7	0	-4	1	6	0	-1	6
COc1ccccc1CNC(=O)c1oc2ccc(S(=O)(=O)N3CCCC3)cc2c1C	21	21	25	16	-2	-12	nt	20	2	-6	19
CC(OC(=O)Nc1cccc(Cl)c1)C(=O)O (stereo not drawn)	8	9	-8	-8	3	11	-7	3	-5	-13	14
COC(=O)[C@H](Cc1ccccc1)NCCCn1cnc(C(=O)Nc2ccc(C)c(C)c2)n1	3	-15	3	4	nt	6	-7	2	-2	-11	1
O=C(COC(=O)c1cc(S(=O)(=O)N2CCCCC2)ccc1N1CCOCC1)c1ccccc1Cl	-9	-34	29	4	nt	-14	64*	-17	-8	nt	-17
CCOc1ccc(C(=O)NCC(=O)N2CCC(C)CC2)cc1OCC	-21	-31	-4	6	0	4	-3	14	24	-1	15
COC(=O)c1[nH]c2ccc(F)cc2c1NC(=O)CCN1CC(C)OC(C)C1 (stereo not drawn)	-5	-8	-7	-4	4	10	-5	17	-4	9	13
O=C(Nc1ccc(Cl)c(Cl)c1)Nc1ccccc1NS(=O)(=O)c1cccs1	3	12	7	0	4	2	-5	6	18	-9	7
COC(=O)c1ccccc1NC(=O)CN1CCCCCC1	7	-15	-6	4	-5	0	-5	8	-6	-2	12
COC(=O)[C@]1(Cc2ccccc2)N[C@H](c2ccc(-c3ccc(F)cc3)cc2)[C@@H]2C(=O)N(C)C(=O)[C@@H]21	25	-21	5	-1	-1	14	-12	3	-1	3	9
N#Cc1ccccc1OCCOCCNC1CCCC1	5	1	-9	-10	0	-10	0	-15	-2	-6	7
CN(CC(=O)Nc1cccc(F)c1)CC(=O)Nc1cc(S(=O)(=O)N2CCOCC2)ccc1Cl	11	-6	-12	8	5	12	-6	12	0	-5	6
CCN(CC)c1ccc(C(=O)O)cc1	4	13	16	-7	0	-5	1	-1	1	-2	13
O=C(CN1CCN(c2ccccn2)CC1)Nc1cccc(Br)c1	-6	4	3	2	4	-7	-3	13	-7	8	9
OC(c1ccc(F)c(F)c1)c1nc(-c2cccc3cccnc23)cs1 (stereo not drawn)	-26	-55	-17	2	nt	-3	-4	-60	-3	nt	-103
CC(C)C(=O)NC(=S)Nc1ccc(S(=O)(=O)Nc2nccs2)cc1	10	-27	18	-1	5	-11	-4	1	-2	9	18
CC(C)[C@H](NC(=O)c1ccccc1F)C(=O)Nc1ccc(F)c(F)c1	10	-22	8	1	1	-1	-21	2	-7	0	9

A portion from further up, as a working copy:
SMILES	Shn3 inh set2	NR2E3 ag-1	CF NFkB inh	PDI turbidity	NR2E3 ag-2	KKLEB cytotox	CaV13 ICDI inh	Peg3 promoter	Vif inh	MITF TRPM1 inh	HIF-2a inh
CCN(CC)c1ccc(C(=O)O)cc1	4	13	16	-7	0	-5	1	-1	1	-2	13
O=C(CN1CCN(c2ccccn2)CC1)Nc1cccc(Br)c1	-6	4	3	2	4	-7	-3	13	-7	8	9
OC(c1ccc(F)c(F)c1)c1nc(-c2cccc3cccnc23)cs1 (stereo not drawn)	-26	-55	-17	2	nt	-3	-4	-60	-3	nt	-103
CC(C)C(=O)NC(=S)Nc1ccc(S(=O)(=O)Nc2nccs2)cc1	10	-27	18	-1	5	-11	-4	1	-2	9	18
CC(C)[C@H](NC(=O)c1ccccc1F)C(=O)Nc1ccc(F)c(F)c1	10	-22	8	1	1	-1	-21	2	-7	0	9

(cont.)
SMILES	Shn3 inh set2	NR2E3 ag-1	CF NFkB inh	PDI turbidity	NR2E3 ag-2	KKLEB cytotox	CaV13 ICDI inh	Peg3 promoter	Vif inh	MITF TRPM1 inh	HIF-2a inh
COc1ccc(CCN(C)C/C=C/c2ccccc2[N+](=O)[O-])cc1OC	13	-23	-2	14	nt	13	-20	8	-3	14	7
CCCC(=O)Nc1ccc(Br)c(Cl)c1	1	17	-8	-1	-1	7	-4	-9	-2	-13	4
COc1cccc(NC(=O)Nc2cc(C(=O)O)ccc2N2CC3CC(C2)c2cccc(=O)n2C3)c1 (stereo not drawn)	2	-15	4	4	-2	9	-6	11	2	0	3
COc1ccc(C(=O)NNC2CC(=O)N(Cc3ccc(Cl)cc3)C2=O)cc1OC (stereo not drawn)	0	0	7	-4	0	4	-4	9	8	6	-2
CCc1c(C)nc2ncnn2c1N1CCC(C(=O)Nc2ccccc2)CC1	4	-6	-2	14	2	16	-8	-61	-2	-10	-14
CC(=O)N1CCN(C(=O)c2ccc(OC3CCN(Cc4ccccn4)CC3)cc2)CC1	10	15	14	-1	-1	-12	-7	1	3	4	11
Cc1nc2ccc(Cl)cc2c(-c2ccccc2F)c1CC(=O)O	-11	11	-5	-6	-1	-1	-3	3	-5	0	3
O=S(=O)(c1ccccc1F)N1CCN(CCOc2ccccc2)CC1	13	-7	-10	7	5	0	-2	2	0	2	-1
O=C(Cc1cccc2ccccc12)Nc1ccc2c(c1)C(=O)NC2=O	14	-22	-11	-1	4	-13	-1	5	-9	5	11
C=CCN(c1ccc(C(N)=O)cc1)S(C)(=O)=O	-11	-4	-12	-1	1	14	-7	-1	6	1	15
CCCCCCC(NC(=O)c1ccc(C)cc1)C(=O)O (stereo not drawn)	-2	-3	16	-3	nt	0	-4	-7	13	4	8
C=CCN=C(NC#N)SCc1ccccc1Cl	0	-11	-6	-8	3	-12	0	13	5	-1	5
COc1nnc(-c2ccc(C)c(S(=O)(=O)NC(C)C)c2)c2ccccc12	6	-25	3	0	0	-26	-3	3	1	2	4
O=C(c1ccccc1)c1ccc[nH]1	1	3	6	-1	nt	1	-11	-27	3	-8	-16
Cn1c(Cn2c(=O)sc3ccccc32)nnc1SCC(N)=O	-4	5	25	nt	-1	-3	-2	9	10	1	4
CCCNC(=O)C1(C)CCCN(C(=O)c2cccc(OC(F)(F)F)c2)C1 (stereo not drawn)	-12	1	-7	26	nt	5	-6	5	-3	nt	10
Cc1ccc2nc(-c3ccncc3)cc(C(=O)NCc3ccccc3F)c2c1	-2	-34	-12	0	2	-10	nt	3	-19	1	1
CC(=O)c1ccc2c(c1)c1ccccc1n2CC(C)C	12	-23	-9	3	-2	6	-4	20	1	-12	19
C1=C(c2ccccc2)Nc2nnnn2C1	-2	-17	-4	7	2	-11	-5	3	10	-3	19
Fc1ccc(CNn2cnnc2SCc2ccc(F)cc2)cc1	9	-9	20	3	0	-19	-4	17	-11	-12	19
N/C(=N\OC(=O)c1ccccc1[N+](=O)[O-])c1ccccn1	-50	-65	5	-6	1	-6	-4	-99	13	-31	-243
O=C(CN1CCOCC1)Nc1nc(-c2ccc(Cl)cc2)cs1	14	10	-9	17	-1	-7	-5	5	-2	-2	-22
Clc1cccc(Cl)c1CSc1nnc([C@@H]2CCCN2)o1	20	-8	-2	18	1	-2	-5	-10	-1	-5	2
Cn1cccc1C(C#N)c1ccccc1C#N (stereo not drawn)	-5	1	-1	0	8	3	-5	7	1	0	13
O=C(Nc1cccc(Oc2ccc3c(c2)C(=O)NC3=O)c1)c1cccs1	-34	2	1	-3	1	1	nt	4	-2	0	17
O=C(NC1=NCCS1)C1CC(=O)N(c2ccc(F)cc2)C1 (stereo not drawn)	-8	-14	2	-4	2	2	-3	-3	6	2	6
